# Compound activity: PubChem, several laboratories
# Hep lipid drop = modulators of hepatic lipid droplet formation | AML12 mouse hepatocytes, oleate lipid droplets, BODIPY imaging | AID 1656 | inhibition, % at 6.5 µM | hit rate 0.4% among 240,000;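 active means lipid droplet intensity inhibited by at least 50%, with more than 500 cells counted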
#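 Material: mouse AML12 hepatocyte cell line, fixed after treatment; Timing: compound with oleate, overnight; Technique: high-content imaging of BODIPY-stained droplets and DAPI nuclei; Probe or stimulus: oleate, 100 µM final; Dosing: compound at 6.5 µM only.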
# Ins promoter up = MIN6 insulin promoter up-regulation | MIN6 insulin promoter-GFP reporter, high-content imaging; active compounds read high | z-score at 5 µM | hit rate 0.3% among 190,000 | AID 1625;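 active means z-score above 3 at 5 µM with at least 500 cells counted in the well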
# ER stress rescue = protection against thapsigargin-triggered cell killing – 384-well, CSM14.1, ATP luminescence, primary screen (AID 1222) | CSM14.1 thapsigargin-induced death rescue, ATP luminescence; higher % means a stronger effect | one-dose cellular ATP content (survival), % at 20 µM; EC50 in µM for titrated hits | 190,000 tested, under 10 active;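 active means EC50 below 50 µM in the dose-response confirmation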;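 further: death triggered by thapsigargin at about 15 µM added after 2 h compound pretreatment; cell ATP read after overnight thapsigargin exposure of roughly 18 to 22 hours; normalized against plate controls of thapsigargin alone and 5% DMSO vehicle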
# XIAP displacement = small molecules displacing peptide from XIAP – biochemical, IAP family, fluorescence polarization (AID 1018); XIAP BIR domain, fluorescence polarization peptide displacement; higher % means a stronger effect; displacement, % at 20 µM, or IC50 in µM where a hit was titrated; hit rate 0.007% among 200,000; in the data active means displacement above about 50%; further: a part of the inactive calls stands beside numbers as strong as those of hits
# WT yeast gro inh = growth inhibition of WT yeast, mitochondrial fusion screen. mitochondrial fusion phenotypic screen, WT strain. inhibition, % at 10 µM. hit rate 2.1% among 190,000; in the data active means inhibition above about 58%; tested in S. cerevisiae
# Dynein cargo inh = blocks dynein driven cargo transport along microtubules | 3617.4 mouse cells, GR-EGFP nuclear translocation imaging; test concentration mostly 20 µM; stimulated with dexamethasone, 1 µM; active compounds read low | z-score, hits read low | hit rate 0.47% among 220,000 | AID 1381;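 active means plate z-score of nuclear minus cytoplasmic receptor signal below a set negative limit, without overly bright fluorescence or cell loss, cut at about -3.5 in these data, passing the limit was not always enough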;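 further: z-score of nuclear minus cytoplasmic ring GR-EGFP intensity difference per well; some compounds called inactive have numbers as strong as hits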
#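 Buffer or medium: tetracycline-free induction medium containing charcoal-stripped FBS / Reagent: dexamethasone agonist, 1.0 µM final, for 30 min / Technique: automated 10x imaging of fixed Hoechst-stained cells / Times: induction 48 h, compound 1 h, agonist 30 min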
# MT stabilizer = microtubule stabilizers in HeLa cells; HeLa tubulin immunostaining HCS, 24 h; share of cells brighter than vehicle mean+2SD; % tubulin-high responders, % at 10 µM; hit rate 0.83% among 200,000;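 active means plate Z-score above 3 for both tubulin-high and condensed-nucleus cell shares, with cell loss under 80%, at 10 µM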;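 further: anti alpha tubulin signal scored within the nucleus-defined area of each cell; some results filed as inactive read as strong as hits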
# b-catenin transl = modulators of beta-catenin nuclear translocation. hit rate 0.3% among 190,000. HeLa beta-catenin nuclear translocation, immunofluorescence imaging. nuclear translocation activity, % at 5 µM;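 active means nuclear translocation activity above 50% at 5 µM, with a well cell count of 50 or more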;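 further: per-cell ratio of nuclear to cytoplasmic median beta-catenin stain intensity; plate controls were DMSO negative control for no effect and GSK-3 inhibitor IX positive control for full effect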
#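 Test system: human HeLa cells, native beta-catenin. Compound dosing: 5 µM primary single dose, 0.1% DMSO, 0.02–20 µM confirmation series. Incubation: compound exposure 24 h at 37°C. Detection: beta-catenin immunostaining with DAPI counterstain, 20x imaging, 6 fields/well. Read-out basis: Nuclear/cytoplasmic beta-catenin signal ratio, % activation.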
# Autophagy HCS = modulators of autophagy. MEF GFP-LC3 puncta imaging; test concentration mostly 10 µM. calls only at 10 µM (by protocol). hit rate 0.98% among 190,000;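 active means percentage of spot-positive cells more than 3 SD above its plate mean, without a fluorescence outlier flag or 80% toxicity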;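 further: spot-positive cell cutoff set from DMSO-treated cells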
# WT yeast gro inh mutant strain = also measured in WT yeast gro inh; calls as there; inhibition, %; mitochondrial fusion phenotypic screen, mutant strain inhibition
# Dynein cargo inh cytoplasmic EGFP = recorded beside Dynein cargo inh, whose call it bears; z-score; measured here: cytoplasmic GR-EGFP intensity; active compounds read high
# Dynein cargo inh nuclear GR-EGFP = recorded beside Dynein cargo inh, whose call it bears; z-score; measured here: nuclear GR-EGFP intensity;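 lower value marks the stronger effect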
# Dynein cargo inh cell count = further read-out of Dynein cargo inh, marked with its call; z-score; measured here: cell count per field
# Ins promoter up cell count = further read-out of Ins promoter up, marked with its call; cell count; measured here: cytotoxicity, nuclei count;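 total cells summed across four imaged fields per well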
# Hep lipid drop cells 6.5 µM = also measured in Hep lipid drop; calls as there; cell count; measured here: cell count, cytotoxicity flag;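 cells counted across two imaged fields per well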
# b-catenin transl cell count 5 µM = second read-out of b-catenin transl, no call of its own (marks repeat the call); cell count; measured here: cell count, cytotoxicity flag
# MT stabilizer Hoechst-high % = also measured in MT stabilizer; calls as there; % Hoechst-high responders; measured here: nuclear condensation Hoechst responders;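 share of cells brighter than vehicle mean plus two SD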
# MT stabilizer cytotoxicity % = further read-out of MT stabilizer, marked with its call; toxicity, %; measured here: cytotoxicity by cell density;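 0% = mean cell density of plate MIN control wells and 100% = no cells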
# Autophagy HCS cell loss 18 h = also measured in Autophagy HCS; calls as there; toxicity, %; measured here: cell loss, nuclei count;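 cell loss after 18 h compound exposure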
# The depositor's hits bear a star; i = inactive; . = not tested or not shown; + = active, no number.
SMILES,Hep lipid drop,Hep lipid drop cells 6.5 µM,Ins promoter up,Ins promoter up cell count,ER stress rescue,XIAP displacement,WT yeast gro inh,WT yeast gro inh mutant strain,Dynein cargo inh,Dynein cargo inh cytoplasmic EGFP,Dynein cargo inh nuclear GR-EGFP,Dynein cargo inh cell count,MT stabilizer,MT stabilizer Hoechst-high %,MT stabilizer cytotoxicity %,b-catenin transl,b-catenin transl cell count 5 µM,Autophagy HCS,Autophagy HCS cell loss 18 h
CCOc1cc2[nH]c(=S)n(CCc3ccc(OC)c(OC)c3)c(=O)c2cc1OCC,-32.6,750,1.41,895,1.9%,-2.5%,-1.1,0.2,0.125,-0.236,0.209,0.588,4.0,1.9,4.5,.,.,i,-6.5
O=C(NC(=S)N1CCCCC1)c1cccnc1,-0.3,744,0.26,717,2.3%,-4.2%,.,.,0.956,-0.256,0.311,0.169,2.6,3.0,6.8,-4.4,1089,i,-28.2
COc1ccc2oc(=O)c(/C(C)=N/Nc3ccccc3)cc2c1,0.2,726,-0.03,1269,0.2%,-3.2%,12.3,0.1,-1.19,1.31,-0.543,1.28,1.6,1.6,1.1,0.0,1105,i,1.0
Cc1cc(C)n2nc(SCCCC(=O)c3ccccc3)nc2n1,-9.5,682,1.2,1258,-1.5%,-7.8%,-6.7,-36.2,0.0654,-0.18,0.095,-0.187,4.3,2.4,8.3,0.2,1110,i,13.3
CCOC(=O)CSc1ccccn1,-4.6,619,-1.86,1715,1.0%,-3.7%,0.6,-6.1,-1.02,-0.247,0.0831,0.97,3.5,1.8,16.3,2.0,1013,i,6.0
Nc1[nH]ncc1-c1ccc(Cl)cc1,19.0,659,0.02,1384,.,-2.3%,5.2,13.7,-0.151,-0.128,-0.0885,-0.211,2.3,2.6,5.6,-1.6,1059,+,5.6*
c1ccc2c(-c3nnc4n3CCCCC4)cc(-c3ccncc3)nc2c1,-1.1,659,1.55,1525,0.2%,-14.9%,-8.2,-5.8,0.33,-0.229,0.171,0.0619,3.2,1.1,0.9,-2.3,1047,i,30.3
Cc1cnc(C(=O)N2CCCC(C(=O)c3ccc(Cl)cc3C)C2)cn1 (stereo not drawn),0.4,688,-0.33,1306,-0.6%,-4.1%,10.2,5.8,1.46,-0.205,1.17,-1.49,2.2,1.9,4.1,1.4,867,i,34.6
Cc1nc(-c2nc(C(=O)NNS(C)(=O)=O)cs2)cs1,1.4,757,0.13,1347,.,.,.,.,0.165,-0.274,0.0216,0.685,.,.,.,0.6,1050,.,.
O=C(c1ccco1)N1CCN(S(=O)(=O)Cc2ccccc2Cl)CC1,-12.8,660,0.02,1683,-1.4%,-11.4%,-12.5,-0.4,-0.378,-0.242,-0.0778,0.669,2.2,1.9,5.7,-1.3,840,i,18.0
COC(=O)C(C)N1C(=O)S/C(=C/c2cc(C)n(C(C)C)c2C)C1=O (stereo not drawn),-17.1,703,.,.,-4.3%,-12.2%,4.8,2.9,-0.766,-0.322,-0.185,0.516,2.0,1.3,8.2,-0.6,1133,i,-7.9
COc1cc(C(C)=O)ccc1OCC(O)CNCC1(N2CCCCC2)CCCCC1 (stereo not drawn),.,.,-0.19,1245,8.8%,-2.6%,-18.7,-11.6,2.6,-0.127,1.49,-1.88,2.5,1.8,9.8,-6.2,1012,i,8.3
COc1ccc(C(=O)N2CCN(Cc3ccc4c(c3)OCO4)CC2)cc1[N+](=O)[O-],1.5,693,1.01,1606,1.7%,-9.8%,-23.9,-24.3,2.92,0.283,3.13,-2.27,1.8,2.5,9.9,0.6,785,i,8.4
Cc1ccc(C(=O)Nc2cccnc2)cc1S(=O)(=O)N1CCCCC1,-12.3,667,-0.66,1683,0.9%,-1.4%,10.3,-8.7,0.372,-0.162,0.973,-1.36,1.0,1.1,6.2,-2.9,1083,i,-13.1
Cc1ccc(S(=O)(=O)N/N=C/c2cc(Br)ccc2O)cc1,-2.3,700,0.69,1226,.,.,.,.,0.266,-0.276,0.0488,-0.158,.,.,.,-0.8,1344,.,.
COc1cc(NC(=S)N2CCN(c3ccccn3)CC2)c(OC)cc1Cl,1.3,508,-0.14,1237,-2.5%,-14.2%,14.3,0.9,-0.256,-0.293,-0.215,0.0369,3.5,4.0,3.4,1.7,1130,i,-12.2
O=C(O)Cc1ccc(NC(=S)Nc2ccc(Br)cc2Cl)cc1,0.6,727,-0.16,1040,.,.,.,.,-0.408,-0.21,0.22,0.228,.,.,.,0.9,1370,.,.
CCOc1ccccc1N1CCN(Cc2ccc(OC)c(OC)c2)CC1,-4.1,834,-0.68,1269,1.4%,2.3%,-2.6,-6.0,-0.152,-0.237,0.0998,0.989,2.1,3.0,10.9,0.0,949,i,-7.5
CCCCN(CC)Cc1ccc(CNC(=O)Nc2ccc(Cl)cc2)o1,11.3,679,0,1335,-11.0%,-1.2%,-4.5,-3.6,-0.427,-0.252,-0.086,0.212,2.1,2.7,6.5,-0.7,1077,i,13.9
Cc1cc(Cl)ccc1OCCCC(=O)NO,8.3,656,0.51,1466,-0.1%,-6.6%,3.0,10.2,1.81,-0.168,1.49,-0.257,6.2,2.5,18.1,-0.2,933,i,18.3
Cc1ccc(S(=O)(=O)N2CCN(CC(=O)N/N=C\c3ccccn3)CC2)cc1,-9.7,739,-0.36,1365,.,.,.,.,1.35,-0.281,0.624,-0.553,.,.,.,0.5,987,.,.
C/C(=N/NC(=O)c1cc(O)c(O)c(O)c1)c1ccc([N+](=O)[O-])cc1,12.0,705,-1.04,1613,-0.1%,-0.7%,-2.4,-2.9,0.0206,-0.112,0.084,-0.164,5.0,2.6,8.2,-0.8,993,i,8.2
O=C(Oc1ccc(Br)cc1C(=S)N1CCCCC1)c1cc([N+](=O)[O-])cc([N+](=O)[O-])c1,-7.2,683,-0.48,875,1.9%,-0.3%,44.3,37.9,-0.675,-0.0459,-0.433,-0.00329,3.1,2.1,1.4,-3.9,1217,i,3.7
CCC(Sc1ccc2nnc(-c3cccnc3)n2n1)C(=O)OC (stereo not drawn),-1.6,701,-0.41,1261,.,-1.8%,1.2,-4.2,-0.861,0.204,-0.332,0.127,2.4,2.8,4.3,0.8,1082,i,18.7
O=C1C2C(C(=O)N1/N=C/c1ccc(N3CCCCC3)o1)C1C=CC2C12CC2 (stereo not drawn),-5.9,533,0.82,1243,-2.4%,-17.4%,7.2,16.6,-0.879,-0.218,-0.145,0.305,3.4,2.6,7.9,-1.1,992,i,-1.9
CNS(=O)(=O)c1cccc(C(=O)OCC(=O)N(CCC#N)c2ccccc2)c1,3.5,652,-0.15,1397,-1.6%,-4.6%,-16.7,-18.2,0.125,-0.132,0.292,-1.04,2.2,2.3,5.2,-1.3,1125,i,15.5
Cc1ccc(CNC(=O)C23CN(Cc4ccccc4)CC2C(c2cccc([N+](=O)[O-])c2)=NO3)cc1 (stereo not drawn),-50.6,457,0.87,1997,-2.2%,-3.3%,11.7,0.8,0.307,-0.211,0.451,0.927,2.8,1.5,11.7,-3.1,1113,i,0.7
COC(=O)c1ccc(NC(=O)CSc2nnc(-c3ccncc3)n2C)cc1,.,.,0.99,1230,0.0%,-7.3%,8.6,12.6,-0.379,-0.161,-0.312,-2.22,0.8,1.7,10.8,-2.4,894,i,2.2
CCCC(NC(=O)c1c(C)noc1C)C12CC3CC(CC(C3)C1)C2 (stereo not drawn),3.2,652,0.04,1581,0.7%,-9.0%,14.9,25.6,-0.241,-0.269,0.444,-0.346,5.1,2.2,5.6,3.9,920,i,9.3
O=C(O)C1CC=CCC1C(=O)NC12CC3CC(CC(C3)C1)C2 (stereo not drawn),-14.3,628,0.12,1338,-1.3%,-1.9%,17.5,-3.4,0.0403,-0.22,0.0309,0.613,2.8,1.8,4.3,.,.,i,-11.1

# Taken from above:
# COC(=O)c1ccc(NC(=O)CSc2nnc(-c3ccncc3)n2C)cc1 @ WT yeast gro inh = 8.6
# Cc1cc(C)n2nc(SCCCC(=O)c3ccccc3)nc2n1 @ XIAP displacement = -7.8%

# (continued)
SMILES,Hep lipid drop,Hep lipid drop cells 6.5 µM,Ins promoter up,Ins promoter up cell count,ER stress rescue,XIAP displacement,WT yeast gro inh,WT yeast gro inh mutant strain,Dynein cargo inh,Dynein cargo inh cytoplasmic EGFP,Dynein cargo inh nuclear GR-EGFP,Dynein cargo inh cell count,MT stabilizer,MT stabilizer Hoechst-high %,MT stabilizer cytotoxicity %,b-catenin transl,b-catenin transl cell count 5 µM,Autophagy HCS,Autophagy HCS cell loss 18 h
O=C(Oc1ccc2ccccc2c1Cl)N1CCCCCC1,-52.9,583,0.21,1504,0.4%,-3.9%,81.1*,37.4*,-0.405,-0.188,-0.201,-0.177,2.4,2.6,5.4,-0.9,1124,i,8.1
Cc1cccc(NC(=S)N2CCN(c3ccc(F)cc3)CC2)c1,-4.0,598,-0.3,1378,-0.4%,15.2%,16.3,8.5,1.69,-0.2,0.944,-1.19,4.4,1.9,9.1,0.3,1532,i,-3.6
COc1ccc(N(CC(=O)NC2CCCCC2)S(=O)(=O)c2c(C)[nH]c(=O)[nH]c2=O)cc1,.,.,0.44,960,-1.0%,-4.6%,-5.9,1.0,-0.709,-0.24,-0.284,0.183,3.3,4.1,11.4,.,.,i,9.7
CC1CCN(CCOCCSc2ccc(Cl)cc2)CC1,-4.4,705,.,.,-2.7%,-5.8%,26.1,32.7,-1.38,-0.325,-0.585,1.85,3.2,3.2,8.4,-1.0,1122,i,-1.2
